Screens from PubChem.
IDE inh: inhibits human insulin-degrading enzyme in HEK cells; P14735; FAbetaB cleavage, fluorescence polarization; inhibition, % at 5.59 µM; 320,000 tested, 0.41% active; AID 434962;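 active = percent inhibition above the average of all tested compounds plus 3 SD, set per screening campaign, cut at about 16% in these data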;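 also: IDE supplied by intact live HEK cells; FP after avidin binding of uncleaved biotin substrate so inhibition keeps polarization high; 0% = DMSO wells and 100% = 60 µM reference IDE inhibitor Ii1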
Target sequence (P14735 whole entry, looked up): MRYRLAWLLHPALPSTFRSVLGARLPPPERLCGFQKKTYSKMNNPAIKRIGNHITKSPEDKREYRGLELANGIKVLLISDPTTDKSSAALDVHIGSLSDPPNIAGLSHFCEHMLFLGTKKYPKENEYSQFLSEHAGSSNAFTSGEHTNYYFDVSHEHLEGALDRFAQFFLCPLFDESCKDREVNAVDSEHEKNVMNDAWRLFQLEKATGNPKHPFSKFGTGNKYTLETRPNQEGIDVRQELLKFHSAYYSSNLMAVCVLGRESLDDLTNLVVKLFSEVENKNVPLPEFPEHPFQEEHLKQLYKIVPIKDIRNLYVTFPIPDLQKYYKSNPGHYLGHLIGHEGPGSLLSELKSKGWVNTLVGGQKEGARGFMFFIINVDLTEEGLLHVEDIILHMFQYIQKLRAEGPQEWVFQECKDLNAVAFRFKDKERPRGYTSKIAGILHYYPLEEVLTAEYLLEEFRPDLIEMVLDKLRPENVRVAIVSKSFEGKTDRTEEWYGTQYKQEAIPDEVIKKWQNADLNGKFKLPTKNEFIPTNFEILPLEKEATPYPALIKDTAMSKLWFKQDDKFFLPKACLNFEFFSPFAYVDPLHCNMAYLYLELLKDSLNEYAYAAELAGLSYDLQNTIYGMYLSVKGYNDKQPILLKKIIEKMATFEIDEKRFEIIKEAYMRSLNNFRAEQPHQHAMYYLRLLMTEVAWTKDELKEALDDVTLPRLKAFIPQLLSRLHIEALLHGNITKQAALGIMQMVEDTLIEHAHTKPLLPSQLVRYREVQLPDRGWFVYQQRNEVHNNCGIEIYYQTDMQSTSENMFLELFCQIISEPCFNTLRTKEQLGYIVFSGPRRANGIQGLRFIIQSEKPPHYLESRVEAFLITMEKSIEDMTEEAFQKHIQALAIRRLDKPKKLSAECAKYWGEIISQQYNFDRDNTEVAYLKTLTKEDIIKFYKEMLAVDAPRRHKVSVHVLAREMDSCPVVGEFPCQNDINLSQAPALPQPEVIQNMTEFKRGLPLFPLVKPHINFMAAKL
IDE act: activators of human insulin-degrading enzyme in cells; P14735; HEK cells, FAbeta-B cleavage, fluorescence polarization; 0% vehicle, 100% cell-free pure enzyme wells; activation, % at 5.96 µM; 340,000 tested, 0.073% active; AID 493087;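 active = activation above the mean of all tested compounds plus 3 SD, set per screening campaign, cut at about 17% in these data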
Numbers without * were called inactive.

A first look, 3 compounds:
Results follow in this order: IDE inh	IDE act
C#CCOCCOCCOCCNc1nc(N2CCN(C(=O)[C@H](CCCN=C(N)N)n3cc(C(N)[C@@H](C)CC)nn3)CC2)nc(N2CCN(C(=O)[C@H](CCCCN)n3cc([C@@H](N)[C@H](C)CC)nn3)CC2)n1 (stereo partly drawn)
 : 0	-1
CN(CC(=O)NC(=O)NC1CCCCC1)CC(=O)Nc1ccc(Cl)cc1
 : 2	0
N#Cc1ccc(S(=O)(=O)N2CCN(C(=O)[C@@H]3CCCN3C(=O)c3cccs3)CC2)cc1
 : -1	0

The list itself (from the top)
Results follow in this order: IDE inh	IDE act
C#CCOCCOCCOCCNc1nc(N2CCN(C(=O)[C@H](CCCN=C(N)N)n3cc(C(N)[C@@H](C)CC)nn3)CC2)nc(N2CCN(C(=O)[C@H](CCCCN)n3cc([C@@H](N)[C@H](C)CC)nn3)CC2)n1 (stereo partly drawn)
 : 0	-1
CN(CC(=O)NC(=O)NC1CCCCC1)CC(=O)Nc1ccc(Cl)cc1
 : 2	0
N#Cc1ccc(S(=O)(=O)N2CCN(C(=O)[C@@H]3CCCN3C(=O)c3cccs3)CC2)cc1
 : -1	0
COc1ccc(CCNC(=O)COC(=O)c2ccccc2NCCO)cc1OC
 : 2	3
CC(=O)c1ccc(S(=O)(=O)N2CCN(C(=O)CSC(=S)N3CCCC3)CC2)cc1
 : -3	6
O=C(Cc1ccc(S(=O)(=O)N2CCOCC2)s1)NCCOc1ccccc1F
 : -1	1
COc1ccccc1NC(=O)c1ccc(NC(=O)COC(=O)c2cccnc2Cl)cc1
 : 4	3
COc1cccc(COC(=O)C2CCN(S(=O)(=O)c3ccc(C)cc3C)CC2)c1OC
 : 9	5
CN(C(=O)Cn1c(Cl)nc2c1c(=O)n(C)c(=O)n2C)C1CCS(=O)(=O)C1 (stereo not drawn)
 : -2	1
COc1cc(C2C(C(=O)c3ccc(C)o3)=C(O)C(=O)N2Cc2ccccc2)ccc1O (stereo not drawn)
 : 6	4
COc1ccc(NS(=O)(=O)c2cc(C(=O)N3CCC3)ccc2C)cc1
 : -2	-3
O=[N+]([O-])c1ccc(NS(=O)(=O)N2CCOCC2)cc1
 : 3	5
C#CCOCCOCCOCCNc1nc(N2CCN(C(=O)[C@H](CO)n3cc([C@@H](N)C(C)C)nn3)CC2)nc(N2CCN(C(=O)[C@H](CCC(=O)O)n3cc([C@@H](N)CCCCN)nn3)CC2)n1
 : 3	2
N#CCCN(C(=O)COC(=O)C1=NNC(=O)CC1)c1ccccc1
 : 1	7
O=C(CSc1nnc(-c2ccncc2)o1)Nc1cccc(F)c1
 : 0	3
CCOC(=O)c1c(NC(=O)COC(=O)c2cnccn2)sc(C(=O)NC)c1C
 : 3	-2
COc1ccc(Cl)cc1NC(=O)COC(=O)C1COc2ccccc2O1 (stereo not drawn)
 : 3	1
O=C(CNC(=O)c1ccc(Cl)cc1Cl)OCc1cn2cc(Br)ccc2n1
 : 2	-1
Cc1ccc(S(=O)(=O)N2CCN(CCOc3cccc(C)c3)CC2)cc1
 : -4	2
NCCN1CCN(S(=O)(=O)c2ccc([N+](=O)[O-])cc2)C=C1c1ccc(Cl)cc1
 : 0	2
COc1ccc(S(=O)(=O)NCC(c2ccc3c(c2)OCO3)N2CCOCC2)cc1C (stereo not drawn)
 : -3	2
Cc1ccc(C(=O)c2ccc(CC(=O)O)n2C)cc1
 : -5	2
COc1cc(C(=O)OCc2cccc(S(=O)(=O)N3CCOCC3)c2)ccc1OCC(C)C
 : -3	6
CCOc1ccccc1O[C@H](c1ccccc1)[C@H]1CNCCO1
 : 2	-2
CCOC(=O)c1nn(-c2ccc(F)cc2)c(=O)cc1OCC(=O)N1CCN(c2ccccc2)CC1
 : 11	-1
COCCN(C(=O)COC(=O)CCOc1ccccc1C)c1c(N)n(Cc2ccccc2)c(=O)[nH]c1=O
 : -4	2
O=C(COC(=O)/C=C/c1ccccc1Cl)Nc1cccnc1Cl
 : 0	-4
C=C[C@@H]1c2ccccc2N(S(=O)(=O)c2ccc(C)cc2)[C@H](c2ccccc2)C1(C#N)C#N
 : -3	1
Cc1ccc(S(=O)(=O)N2CCN(C(=O)C3CSC4(C)CCC(=O)N34)CC2)cc1C (stereo not drawn)
 : 8	-16
COc1cccc(C(CNC(=O)C2CCN(C(=O)Nc3ccccc3)CC2)N(C)C)c1 (stereo not drawn)
 : -2	7
Cc1cc(C)c(S(=O)(=O)N2CCCCC2CCNC(=O)C(=O)NCc2ccccn2)c(C)c1 (stereo not drawn)
 : 1	5
COc1ccc(CC(=O)OCC(=O)NC2CC2)cc1
 : 3	5
COc1ccc(OC)c(CN2CCN(C(=O)[C@@H](NC(=O)c3cccc(C)c3)C(C)C)CC2)c1
 : 2	0
O=C1CCc2cc(NS(=O)(=O)c3cc(F)ccc3F)cc3c2N1CC3
 : -3	6
CCCCCN(C(=O)CCC(=O)OCC(=O)Nc1cccc(CC)c1)c1c(N)n(CCCC)c(=O)[nH]c1=O
 : 4	2
Cc1cc(C)c(NC(=O)CNC(=O)Cc2sc(C)nc2-c2ccc(F)cc2)c(C)c1
 : -2	2
COc1ccc(S(=O)(=O)N2CCCCC2)cc1NC(=O)c1ccccc1
 : -1	2
O=C(NCC(=O)N1CCN(Cc2ccc3c(c2)OCO3)CC1)c1ccccc1F
 : 1	6
CCC(C)Sc1ccc(-c2nc3cc(C)ccn3c2NC2CCCCC2)cc1 (stereo not drawn)
 : 3	5
CC(=O)c1ccc(S(=O)(=O)NCC(=O)N2CCN(C/C=C/c3ccccc3)CC2)cc1
 : 4	10
CCCCn1c(N)c(N(CC(C)C)C(=O)c2cc(C)nc3ccccc23)c(=O)[nH]c1=O
 : 4	3
COc1ccccc1NC(=O)COC(=O)CCc1ccc(S(=O)(=O)N2CCOCC2)cc1
 : 0	-4
CCCC(NC(=O)c1ccc(Br)o1)c1nc2ccccc2[nH]1 (stereo not drawn)
 : -2	-2
CCOC(=O)c1c(C)[nH]c(C(=O)NCC(c2ccco2)N2CCCCC2)c1C (stereo not drawn)
 : 5	7
Cc1csc(=O)n1CCC(=O)NCc1ccc(F)cc1
 : -2	3
Cc1ccc(NC(=O)c2cc(C(=O)Nc3ccc(C)cc3)n(C)n2)cc1
 : -1	-9
CC1CCCCC12NC(=O)N(CC(=O)Nc1ccc(OC(F)F)cc1)C2=O (stereo not drawn)
 : 0	2
CCN(CC)S(=O)(=O)c1ccc(OCC(=O)NC(=O)Cc2ccccc2)c([N+](=O)[O-])c1
 : 3	6
O=C(CCN1C(=O)c2ccccc2S1(=O)=O)Nc1cccc(F)c1
 : -1	-3
COc1ccc2oc(C(=O)OCC(=O)N(Cc3ccccc3)C(C)C)c(C)c2c1
 : 0	5

(list continues)
Results follow in this order: IDE inh	IDE act
Cc1cc(NC(=O)C(C)SCC(=O)Nc2nc3c(F)cc(F)cc3s2)no1 (stereo not drawn)
 : 0	2
CN(CC(=O)Nc1ccccc1Br)C(=O)COc1cccc2c1OC(C)(C)C2
 : 12	-3
CC(C)Oc1ccc(S(=O)(=O)N2CCOCC2)cc1NC(=O)C1CCC1
 : 2	-1
CCOc1cc(N2CCOCC2)c(OCC)cc1NC(=O)COc1cccc(CC)c1
 : 0	1
CCOc1ccc(NC(=O)COC(=O)CCN2C(=O)C3CC=CCC3C2=O)cc1OCC (stereo not drawn)
 : 2	3
COc1ccc(S(=O)(=O)N2CCOCC2)cc1C(=O)NCc1ccccc1CN1CCCC1
 : -2	0
Cc1csc(SCC(=O)NC2CCCC2)n1
 : 2	7
COc1ccc(OC)c(NC(=O)COC(=O)CCc2nc3ccccc3c(=O)[nH]2)c1
 : 3	2
CCOc1ccccc1C1c2cc3c(cc2OC(C)(N2CCCC2)C1C)OCO3 (stereo not drawn)
 : 3	2
CCCCn1nc(C(=O)Nc2ccc(-n3cnnn3)cc2)c2ccccc2c1=O
 : 2	-2
Cn1nnnc1Sc1ncnc2scc(-c3ccc4c(c3)OCO4)c12
 : 2	0
Cn1nnnc1Sc1ncnc2scc(-c3cccc4c3sc3ccccc34)c12
 : 4	3
C=C1/C=C(\C)C(C)(O)CC(O)CC(=O)C(O)C(O)C(C)CC(C)OC(=O)/C(C)=C/CC/C=C/C(OC)C(O)CC(C)C1 (stereo not drawn)
 : 2	0
COc1ccc(-c2cc(C(=O)NNC(=O)c3csc(N4CCOCC4)n3)c3ccccc3n2)cc1
 : -2	2
COc1ccc(C(=O)N(C)Cc2nc3ccccc3c(=O)[nH]2)cc1S(=O)(=O)N1CCCC1
 : -5	4
Cc1ccc(NC(=O)CSCC(=O)N2CCN(c3cccc(C(F)(F)F)c3)CC2)cc1
 : -3	-1
Cc1ccc(N2CC(C(=O)OCC(=O)Nc3ccccc3C)CC2=O)cc1 (stereo not drawn)
 : -1	6
CSc1nnc(SCC(=O)NC(=O)c2ccccc2)s1
 : 1	4
O=S(=O)(c1ccc(SCc2ccc(Br)cc2)nc1)N1CCOCC1
 : 8	-2
COc1ccc(S(=O)(=O)N2CCCC(C(=O)NC3CC3)C2)cc1OC (stereo not drawn)
 : 5	-1
COc1ccc(C(=O)O)cc1S(=O)(=O)Nc1ccc(Oc2ccccc2)cc1
 : -4	1
CC(CC(=O)N(C)CC(=O)Nc1ccc(N2CCOCC2)cc1)c1ccccc1 (stereo not drawn)
 : 7	8
CN(C)S(=O)(=O)c1ccc(N2CCCC2)c(C(=O)Nc2ccc(C(N)=O)cc2)c1
 : 7	-2
Cc1ccccc1Cn1nnc(C(=O)Nc2ccc3c(c2)OCCO3)c1N
 : -2	-2
NC(=O)C1CN(C(=O)c2cccc(S(=O)(=O)N3CCc4ccccc43)c2)c2ccccc2O1 (stereo not drawn)
 : 7	8
N#CC1(NC(=O)COC(=O)c2cc(O)c3ccccc3c2O)CCCCC1
 : 4	-1
Cc1nn(CC(=O)N(C)C2(C#N)CCCCC2)c(C)c1[N+](=O)[O-]
 : -1	-4
COc1ccc(OC)c(-c2nn(-c3ccccc3)cc2C(=O)NCC(c2ccco2)N2CCCC2)c1 (stereo not drawn)
 : 0	0
COC(=O)C1=CO[C@@H](O[C@@H]2O[C@H](CO)[C@@H](O)[C@H](O)[C@H]2O)[C@H]2[C@@H]1C(=O)C[C@@H]2C
 : 0	-3
COc1ccccc1CCC(=O)Nc1cc(S(=O)(=O)N2CCCCC2)ccc1N1CCN(C)CC1
 : -2	1
COc1ccccc1COCC(O)CN1CCN(S(=O)(=O)c2cccc(F)c2)CC1 (stereo not drawn)
 : -1	6
COCCN(C(=O)c1ccc(-c2ccc(Cl)cc2)o1)c1c(N)n(Cc2ccccc2)c(=O)[nH]c1=O
 : 6	4
O=C(COC(=O)C1CC1)NCCc1ccccc1
 : 1	1
C[C@H](CO)N1C[C@H](C)[C@@H](CN(C)C(=O)Nc2ccc(F)cc2)Oc2ccc(NS(C)(=O)=O)cc2C1=O
 : 7	1
CN(CC(=O)Nc1ccc(F)c(F)c1F)C(=O)c1ccc(-n2cncn2)cc1
 : -1	3
O=C(CSc1nncs1)N1CCN(C(=O)c2ccco2)CC1
 : 6	2
Cc1ccc(C2(c3ccccc3)NC(=O)N(CC(=O)N3CC(=O)Nc4ccccc43)C2=O)cc1C (stereo not drawn)
 : 3	6
CC1C(=O)N2CCCc3cc(S(=O)(=O)N4CCN(c5cccc(Cl)c5)CC4)cc1c32 (stereo not drawn)
 : 0	1
CC1CCCN(C(=O)COC(=O)C2CCN(S(=O)(=O)c3ccc4c(c3)OCCO4)CC2)C1 (stereo not drawn)
 : -2	2
O=[N+]([O-])c1ccc(CSc2ncnc3c2ncn3[C@@H]2O[C@H](CO)[C@@H](O)[C@H]2O)cc1
 : -1	7

Five entries from above in another layout:
| SMILES | IDE inh | IDE act |
| --- | --- | --- |
| Cc1cc(C)c(S(=O)(=O)N2CCCCC2CCNC(=O)C(=O)NCc2ccccn2)c(C)c1 (stereo not drawn) | 1 | 5 |
| COc1ccc(CC(=O)OCC(=O)NC2CC2)cc1 | 3 | 5 |
| COc1ccc(OC)c(CN2CCN(C(=O)[C@@H](NC(=O)c3cccc(C)c3)C(C)C)CC2)c1 | 2 | 0 |
| O=C1CCc2cc(NS(=O)(=O)c3cc(F)ccc3F)cc3c2N1CC3 | -3 | 6 |
| CCCCCN(C(=O)CCC(=O)OCC(=O)Nc1cccc(CC)c1)c1c(N)n(CCCC)c(=O)[nH]c1=O | 4 | 2 |

Following part.
Results follow in this order: IDE inh	IDE act
Cc1nnc(NC(=O)c2ccc(S(=O)(=O)N(C)c3ccccc3)cc2)s1
 : 2	-3
CCC1(c2ccc(F)cc2)NC(=O)N(CC(=O)Nc2cccc(S(=O)(=O)N3CCCCC3)c2)C1=O (stereo not drawn)
 : 7	3
Cc1ccccc1Nc1nc(N)nc(COC(=O)c2ccc([N+](=O)[O-])o2)n1
 : 4	6
COc1ccc(-c2cc(C(=O)N3CCN(c4cccc(C)c4C)CC3)c3ccccc3n2)cc1OC
 : 7	-1
O=C(COC(=O)c1cccc(O)c1)c1ccccc1
 : 4	0
O=C(COC(=O)c1cc(=O)[nH]c2ccccc12)NCc1cccc(Cl)c1
 : -3	1
O=C(CCNC(=O)c1ccccc1Cl)Nc1nc2ccc(F)cc2s1
 : 4	-1
O=C(OCC(=O)N1CCN(C(=O)c2ccco2)CC1)c1cncc(Br)c1
 : 11	2
CCN(CC(=O)NCc1cccs1)C(=O)c1ccc(Cl)c(Cl)c1
 : 2	4
COc1cc(C(=O)Nc2ncccc2C)ccc1OCC(=O)N1CCOCC1
 : 1	4
CCOc1ncccc1C(=O)NNC(=O)c1cccc(S(=O)(=O)N2CCOCC2)c1
 : -1	-2

The list is partial; the hit share may differ from the screen's.
